Source: PubChem BioAssay (The Scripps Research Institute Molecular Screening Center)
CHO parental Ca – counter-screen: ATP calcium response change in parental CHO cells | actives 0.63% (n = 330,000) | inhibition, % at 5.6 µM | parental CHO-K1, ATP-induced calcium, Fluo-8 fluorescence;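 active means inhibition above that plate's mean sample inhibition plus 3 SD, cut at about 26% in these data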;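 further: 0% = ATP-challenged DMSO wells and 100% = DMSO wells without ATP; some compounds past the cut are filed as inactive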
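Assay system: parental CHO cells; Read-out basis: percent inhibition of ATP-evoked calcium rise, normalized to controls; Benchmarks: ATP and no-ATP DMSO wells; Compound dosing: single nominal dose of 5.6 µM per compound; Signal: Fluo-8 calcium dye fluorescence; Also added: ATP as calcium-mobilizing challenge; Repeats: singlicate.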
CHRM1 antagonist – blocks human M1 muscarinic receptor; CHO-K1 hM1, Fluo-8 calcium fluorescence, ACh EC80 antagonist; inhibition, % at 3 µM; actives 1.3% (n = 360,000);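 active means percent inhibition above its own plate's cutoff, namely the mean of that plate's compound wells plus 3 SD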;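 further: peak over basal fluorescence ratio during 140 s after agonist addition; 0% = ACh EC80 plus DMSO and 100% = DMSO alone without agonist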
Target sequence (P11229 whole entry, looked up): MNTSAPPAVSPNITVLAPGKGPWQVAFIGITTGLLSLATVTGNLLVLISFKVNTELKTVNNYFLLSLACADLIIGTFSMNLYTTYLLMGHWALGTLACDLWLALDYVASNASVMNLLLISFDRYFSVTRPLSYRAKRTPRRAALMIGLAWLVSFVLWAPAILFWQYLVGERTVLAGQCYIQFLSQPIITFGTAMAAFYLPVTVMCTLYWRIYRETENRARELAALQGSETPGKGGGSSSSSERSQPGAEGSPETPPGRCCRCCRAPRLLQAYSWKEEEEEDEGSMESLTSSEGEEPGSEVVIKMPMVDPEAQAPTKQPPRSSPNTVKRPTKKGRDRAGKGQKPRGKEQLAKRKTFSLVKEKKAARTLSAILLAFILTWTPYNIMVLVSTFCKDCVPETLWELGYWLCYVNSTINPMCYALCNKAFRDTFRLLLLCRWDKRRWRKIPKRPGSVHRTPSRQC
M1 ag – activates human CHRM1 receptor. actives 0.33% (n = 360,000). AID 588814. activation, % at 3 µM. CHO-K1 hM1, Fluo-8 calcium fluorescence, agonist mode; 0% DMSO, 100% acetylcholine EC100. P11229;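 active means activation above the run's mean compound activation plus 3 SD, cut at about 16% in these data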;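 further: peak over basal fluorescence ratio within a 140 s kinetic read after compound addition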
CHO-K1 Ca antag – nonselective inhibitor or artifact in parental CHO-K1 cells; inhibition, % at 3 µM; ATP-induced calcium, Fluo-8 fluorescence; actives 0.6% (n = 360,000);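 active means inhibition above a per-plate cutoff, the plate's mean sample inhibition plus 3 SD, cut at about 24% in these data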;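 further: 0% = DMSO plus EC80 ATP and 100% = DMSO alone without ATP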
CHO-K1 Ca PAM – counter-screen for M1 PAMs: effect in parental CHO-K1 cells; ATP EC20, Fluo-8 calcium fluorescence; 0% at ATP EC20, 100% at ATP max; actives 0.02% (n = 360,000); activation, % at 3 µM;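 active means activation above the run cutoff, the mean activation of all test compounds plus 3 SD, cut at about 40% in these data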;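 further: peak over basal fluorescence ratio in a 140 s read after ATP addition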
TAAR1 antag – antagonists of human TAAR1; CHO RD-HGA16 TAAR1, Fluo-8 calcium fluorescence, antagonist; AID 624466; inhibition, % at 3 µM; actives 1.5% (n = 360,000);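 active means inhibition above a per-plate cutoff, the mean inhibition of test compounds on that plate plus 3 SD, cut at about 49% in these data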;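 further: 0% = DMSO plus EC80 beta-PEA response and 100% = DMSO alone without agonist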
Target sequence (Q96RJ0 whole entry, looked up): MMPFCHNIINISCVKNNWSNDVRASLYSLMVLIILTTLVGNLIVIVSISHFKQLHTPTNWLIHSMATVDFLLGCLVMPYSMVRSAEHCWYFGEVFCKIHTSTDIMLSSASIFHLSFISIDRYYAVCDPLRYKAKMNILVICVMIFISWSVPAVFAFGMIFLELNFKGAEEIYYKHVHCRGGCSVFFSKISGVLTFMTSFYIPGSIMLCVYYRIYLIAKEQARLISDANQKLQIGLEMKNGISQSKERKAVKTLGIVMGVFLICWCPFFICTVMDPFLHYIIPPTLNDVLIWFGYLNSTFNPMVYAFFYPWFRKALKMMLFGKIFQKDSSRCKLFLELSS
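Test system: RD-HGA16 CHO cells with stable hTAAR1 and Gα16 / Probe or stimulus: EC80 β-phenethylamine stimulus / Times: seeding 17-24 h prior, 75-min 37 °C, 30-min RT dye loading / Detection: Fluo-8 calcium-sensitive fluorescence / Read-out basis: % inhibition scaled between DMSO and EC80 PEA controls / Repeats: singlicate, one well per test compound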
TAAR1 ag – agonists of human TAAR1 | Q96RJ0 | CHO RD-HGA16 TAAR1, Fluo-8 calcium fluorescence; vehicle wells 0%, saturating PEA agonist 100% | activation, % at 3 µM | actives 0.99% (n = 360,000) | AID 624467;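 active means activation above the mean activation of all test compounds in the run plus 3 SD, cut at about 38% in these data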
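test system = CHO RD-HGA16 cells carrying human TAAR1 plus Gα16 | schedule = 17-24 h seeding, 75 min 37 °C dye, 30 min RT | compound dosing = 3 µM single concentration | control set = DMSO and PEA EC100 | replicates = n 1 | signal = Fluo-8 fluorescence, 5 s baseline then 140 s kinetic read | measure = percent activation vs PEA EC100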
CHO-K1 Ca ag – M1 agonist counterscreen hit in parental CHO-K1 cells; Fluo-8 calcium fluorescence; scaled to maximal ATP response, vehicle zero; activation, % at 3 µM; actives 0.48% (n = 360,000); AID 602248; in the data active means activation above about 15%;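 further: untransfected CHO-K1 host cells lacking M1 receptor as counterscreen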
OXTR potentiator – human OXTR potentiation; P30559; AID 2445; CHO-OTR cells, Fluo-8 calcium fluorescence, potentiator mode; 0% = oxytocin EC15, 100% = EC100; actives 0.061% (n = 320,000); activation, % at 3 µM;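 active means activation above that plate's cutoff, the mean activation of tested compounds plus 3 SD, cut at about 6.6% in these data, passing the limit was not always enough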;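 further: 100% uses oxytocin at 75 nM as the full agonist control; some results filed as inactive read as strong as hits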
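System: human OTR in CHO cells; Also added: sub-maximal oxytocin, roughly EC15; Timing: compound 6 min at room temperature before oxytocin, 100 s read; Technique: Fluo-8 intracellular calcium fluorescence, ex 470-495, em 515-575 nm; Controls: oxytocin EC15 low and EC100 high; Replication: singlicate.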
* marks the source's active call; other numbers are inactive results.

CC(C)CCNC(=O)c1ccc(Cl)c(NC(=O)c2ccccc2F)c1 was read as CHO parental Ca -16.5, TAAR1 antag -4.7, TAAR1 ag 7.0 and OXTR potentiator -11.2.
`CS(=O)(=O)N1CCN(CC2CC3C=CC2C3)CC1` (stereo not drawn) gave CHO parental Ca -1.6, CHRM1 antagonist 12.9, M1 ag 44.6*, CHO-K1 Ca antag -1.9, CHO-K1 Ca PAM 12.6, TAAR1 antag 16.4, TAAR1 ag 7.3, CHO-K1 Ca ag 0.2 and OXTR potentiator 3.5.
Cc1noc(C)c1COc1ccc(C(=O)Nc2ncccc2O)cc1 was read as CHO parental Ca 5.0, CHRM1 antagonist 24.9, M1 ag -5.6, CHO-K1 Ca antag 10.1, CHO-K1 Ca PAM -11.6, TAAR1 antag -42.1, TAAR1 ag 1.7, CHO-K1 Ca ag 0.4 and OXTR potentiator -10.0.
Screening O=C(CSc1nnc2ccc(-c3ccc(F)cc3)nn12)N1CCCC1 returned CHO parental Ca -2.4, CHRM1 antagonist -19.6, M1 ag -2.0, CHO-K1 Ca antag -23.2, CHO-K1 Ca PAM 20.1, TAAR1 antag -11.9, TAAR1 ag -0.5, CHO-K1 Ca ag 0.3 and OXTR potentiator -22.7.
`Clc1cccc(CN2CCN(c3nc4nonc4nc3NC3CC3)CC2)c1` gave CHO parental Ca -5.3, CHRM1 antagonist 12.3, M1 ag -7.8, CHO-K1 Ca antag 2.0, CHO-K1 Ca PAM -6.7, TAAR1 antag -5.8, TAAR1 ag 6.3, CHO-K1 Ca ag 0.0 and OXTR potentiator -2.9.
C#CCOCCOCCOCCNc1nc(N2CCN(C(=O)[C@H]([C@@H](C)CC)n3cc([C@@H](N)Cc4ccc(O)cc4)nn3)CC2)nc(N2CCN(C(=O)[C@H](Cc3ccc(O)cc3)n3cc([C@@H](N)CC(C)C)nn3)CC2)n1 was read as CHO parental Ca -4.3, CHRM1 antagonist -3.9, M1 ag -10.6, CHO-K1 Ca antag -6.4, CHO-K1 Ca PAM 10.8, TAAR1 antag 8.3, TAAR1 ag 0.2, CHO-K1 Ca ag 0.0 and OXTR potentiator -4.9.
O=C(NNC(=S)NCc1ccccc1)c1ccc(Br)o1 was read as CHO parental Ca -19.9, CHRM1 antagonist -3.5, M1 ag -2.5, CHO-K1 Ca antag 0.1, CHO-K1 Ca PAM 7.6, TAAR1 antag 3.8, TAAR1 ag 4.7, CHO-K1 Ca ag -0.5 and OXTR potentiator -8.3.
COc1ccc(C2CCCN2C(=S)Nc2cccc(C)c2)cc1OC (stereo not drawn) was read as CHO parental Ca -11.8, CHRM1 antagonist -6.9, M1 ag 0.3, CHO-K1 Ca antag 10.3, CHO-K1 Ca PAM -15.8, TAAR1 antag -1.2, TAAR1 ag -1.8, CHO-K1 Ca ag 0.5 and OXTR potentiator -5.7.
For CC(=O)N1CCSc2ccc(S(=O)(=O)NCc3ccccc3)cc21 the results were CHO parental Ca -13.9, CHRM1 antagonist 6.3, M1 ag 2.9, CHO-K1 Ca antag -18.6, CHO-K1 Ca PAM 8.5, TAAR1 antag -22.6, TAAR1 ag 3.5, CHO-K1 Ca ag 7.6 and OXTR potentiator -4.2.
For O=C(C(c1ccccc1)c1ccccc1)N1CCC(c2nc(-c3ccccc3Cl)no2)CC1 the results were CHO parental Ca -9.7, CHRM1 antagonist 4.2, M1 ag -3.8, CHO-K1 Ca antag -5.7, CHO-K1 Ca PAM 15.8, TAAR1 antag 10.5, TAAR1 ag 15.0, CHO-K1 Ca ag 0.8 and OXTR potentiator -6.1.
`COc1ccc(N(CC(=O)Nc2ccc3c(c2)OCO3)S(=O)(=O)c2ccc(F)cc2)cc1` gave CHO parental Ca -9.6, CHRM1 antagonist -3.9, M1 ag -1.5, CHO-K1 Ca antag -5.1, CHO-K1 Ca PAM 3.4, TAAR1 antag 12.9, TAAR1 ag 1.5, CHO-K1 Ca ag 1.5 and OXTR potentiator -18.7.
CN(CCC#N)S(=O)(=O)c1ccc2c(c1)c(=O)n(C)c(=O)n2C was read as CHO parental Ca 3.7, CHRM1 antagonist -1.0, M1 ag -2.5, CHO-K1 Ca antag 10.8, CHO-K1 Ca PAM -4.3, TAAR1 antag 6.8, TAAR1 ag 4.1, CHO-K1 Ca ag 0.0 and OXTR potentiator -7.4.
Screening COc1ccc(C2C(C(=O)OCC(=O)NC(C)(C)C)CCC(=O)N2c2ccc(C)cc2)cc1OC (stereo not drawn) returned CHO parental Ca -3.6, CHRM1 antagonist -2.3, M1 ag -4.5, CHO-K1 Ca antag -7.6, CHO-K1 Ca PAM 6.8, TAAR1 antag -11.1, TAAR1 ag 3.9, CHO-K1 Ca ag 0.3 and OXTR potentiator -5.0.
Screening CCOC(=O)c1ccc(-c2ccc(C3Nc4ccccc4C(=O)N3O)o2)cc1 (stereo not drawn) returned CHO parental Ca -20.7, CHRM1 antagonist -5.6, M1 ag -4.9, CHO-K1 Ca antag -7.1, CHO-K1 Ca PAM 16.2, TAAR1 antag 10.8, TAAR1 ag 1.2, CHO-K1 Ca ag 2.0 and OXTR potentiator -1.6.
CC(C)N(C(=O)[C@H]1C[C@H](CC(=O)NC(C)(C)C)C(=O)N2CCc3c([nH]c4cc(-c5ccco5)ccc34)[C@]12C)C(C)C was read as CHO parental Ca -36.9, CHRM1 antagonist -19.4, M1 ag -5.8, CHO-K1 Ca antag -17.6, CHO-K1 Ca PAM 30.2, TAAR1 antag -23.0, TAAR1 ag 0.2 and CHO-K1 Ca ag 0.0.
`O=C(CSc1nnnn1-c1cccnc1)Nc1ccc(OCc2ccccc2)cc1` gave CHO parental Ca 7.4, CHRM1 antagonist -6.5, M1 ag 1.5, CHO-K1 Ca antag 5.2, CHO-K1 Ca PAM -15.1, TAAR1 antag -6.1, TAAR1 ag 8.9, CHO-K1 Ca ag 3.2 and OXTR potentiator -4.0.
O=S(=O)(c1ccccc1)n1ccc2ccccc21 was read as CHO parental Ca -8.8, CHRM1 antagonist 1.1, M1 ag -6.7, CHO-K1 Ca antag -8.1, CHO-K1 Ca PAM 5.6, TAAR1 antag 7.2, TAAR1 ag 4.9, CHO-K1 Ca ag -0.5 and OXTR potentiator -11.3.
For Cc1cc(C(C)(C)C)cc(C)c1S(=O)(=O)N1CC(=O)Nc2ccccc21 the results were CHO parental Ca -14.5, CHRM1 antagonist -4.3, M1 ag -3.2, CHO-K1 Ca antag -13.2, CHO-K1 Ca PAM 13.2, TAAR1 antag 27.2, TAAR1 ag 6.0, CHO-K1 Ca ag 0.0 and OXTR potentiator -26.0.
Screening CCOc1ccc2oc(C(=O)O)c(C)c2c1 returned CHO parental Ca -5.6, CHRM1 antagonist -0.6, M1 ag -3.7, CHO-K1 Ca antag -2.9, CHO-K1 Ca PAM -12.7, TAAR1 antag -3.7, TAAR1 ag 0.1, CHO-K1 Ca ag -0.3 and OXTR potentiator -4.8.
For O=C(CC1CCCCC1)Nc1ncn[nH]1 the results were CHO parental Ca -3.3, CHRM1 antagonist -10.5, M1 ag -0.9, CHO-K1 Ca antag -10.8, CHO-K1 Ca PAM 8.1, TAAR1 antag -4.7, TAAR1 ag 8.0, CHO-K1 Ca ag 0.4 and OXTR potentiator -8.3.
Screening CCCCOC(=O)c1cc(Cl)c(O)c(OC)c1 returned CHO parental Ca -4.9, CHRM1 antagonist 1.8, M1 ag -3.4, CHO-K1 Ca antag -8.4, CHO-K1 Ca PAM 1.9, TAAR1 antag -7.3, TAAR1 ag -1.5, CHO-K1 Ca ag 0.3 and OXTR potentiator -4.0.
`COc1ccccc1OC(C)C(=O)Nc1nc(-c2ccc(S(=O)(=O)N3CCOCC3)cc2)cs1` (stereo not drawn) gave CHO parental Ca -2.7, CHRM1 antagonist 8.7, M1 ag 2.3, CHO-K1 Ca antag -0.6, CHO-K1 Ca PAM 24.5, TAAR1 antag 30.4, TAAR1 ag 4.5, CHO-K1 Ca ag 3.2 and OXTR potentiator -4.4.
Cc1cc(-n2c(C)cc(C(=O)CN3C(=O)NC4(CCCCC4C)C3=O)c2C)no1 (stereo not drawn) was read as CHO parental Ca -20.4, CHRM1 antagonist -5.9, M1 ag -1.3, CHO-K1 Ca antag -36.1, CHO-K1 Ca PAM 15.1, TAAR1 antag -6.6, TAAR1 ag 6.2, CHO-K1 Ca ag 2.2 and OXTR potentiator -6.7.
Screening COc1ccccc1NS(=O)(=O)c1cccc(C(=O)OCC(=O)NC2CC2)c1 returned CHO parental Ca -15.7, CHRM1 antagonist -28.4, M1 ag 1.5, CHO-K1 Ca antag -3.8, CHO-K1 Ca PAM -7.7, TAAR1 antag -2.1, TAAR1 ag 1.3, CHO-K1 Ca ag 0.3 and OXTR potentiator -2.2.
O=C(Nc1ccc2nc3n(c(=O)c2c1)CCCCC3)C(=O)N1CCN(c2ccccc2)CC1 was read as CHO parental Ca -17.9, CHRM1 antagonist 4.0, M1 ag -6.4, CHO-K1 Ca antag -6.7, CHO-K1 Ca PAM 15.1, TAAR1 antag -17.1, TAAR1 ag 1.7, CHO-K1 Ca ag 3.5 and OXTR potentiator -3.8.
For CCNc1nc(C)c2cc(Br)c(=O)n(CC)c2n1 the results were CHO parental Ca -15.1, CHRM1 antagonist 1.9, M1 ag -5.2, CHO-K1 Ca antag 2.2, CHO-K1 Ca PAM -6.5, TAAR1 antag 1.7, TAAR1 ag 9.5, CHO-K1 Ca ag 0.0 and OXTR potentiator 1.2.
Cc1cc(C)nc(N2CCCC(C(=O)NNC(=O)c3ccncc3)C2)n1 (stereo not drawn) was read as CHO parental Ca -10.8, CHRM1 antagonist -15.0, M1 ag -3.4, CHO-K1 Ca antag -2.1, CHO-K1 Ca PAM -15.1, TAAR1 antag -12.7, TAAR1 ag -0.8, CHO-K1 Ca ag 0.2 and OXTR potentiator -6.2.
`O=C(NCc1cccs1)c1csc2c1CCCCC2` gave CHO parental Ca -13.4, CHRM1 antagonist -3.1, M1 ag -10.2, CHO-K1 Ca antag -17.2, CHO-K1 Ca PAM 11.1, TAAR1 antag 5.9, TAAR1 ag 9.6, CHO-K1 Ca ag -0.8 and OXTR potentiator -3.1.
For CC1C(=O)C(C)C(c2cccs2)NC1c1cccs1 (stereo not drawn) the results were CHO parental Ca -32.2, CHRM1 antagonist 1.4, M1 ag -3.5, CHO-K1 Ca antag 8.4, CHO-K1 Ca PAM -1.2, TAAR1 antag -0.4, TAAR1 ag 8.9, CHO-K1 Ca ag -0.1 and OXTR potentiator -13.6.
